Screening results: PubChem BioAssay, Sanford-Burnham Center for Chemical Genomics
ATG4B inhibitor – inhibitors of human ATG4B cysteine protease. ATG4B cleavage of LC3-PLA2, NBD-HPC fluorescence, 1 h. inhibition, % at 8.33 µM. 340,000 compounds, 0.51% hits; in the data active = inhibition above about 40%
Target sequence (Q9Y4P1 whole entry, looked up): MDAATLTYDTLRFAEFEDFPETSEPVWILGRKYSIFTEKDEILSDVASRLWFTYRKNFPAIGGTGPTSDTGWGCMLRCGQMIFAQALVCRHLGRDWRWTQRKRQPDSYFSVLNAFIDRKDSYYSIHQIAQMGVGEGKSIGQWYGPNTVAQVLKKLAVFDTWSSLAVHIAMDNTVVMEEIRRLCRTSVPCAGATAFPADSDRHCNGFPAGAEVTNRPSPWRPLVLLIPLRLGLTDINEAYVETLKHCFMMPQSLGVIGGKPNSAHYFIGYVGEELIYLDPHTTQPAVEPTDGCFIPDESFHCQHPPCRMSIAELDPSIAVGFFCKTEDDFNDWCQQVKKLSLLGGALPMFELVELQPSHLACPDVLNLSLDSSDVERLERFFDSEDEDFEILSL
PfG6PD inh – PfG6PD (Plasmodium falciparum) enzyme inhibition; PfGluPho enzyme, NADPH resazurin-diaphorase fluorescence; 350,000 compounds, 0.78% hits; inhibition, % at 20 µM;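 active = inhibition reaching at least a set limit at 20 µM in the primary screen, cut at about 59% in these data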;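 also: 0% = DMSO wells with substrate and 100% = DMSO wells lacking glucose-6-phosphate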
GRIN3A LBD mod – modulators (binders) of human NR3A ligand-binding domain; Tm shift relative to glycine control, % at 25 µM; NR3A LBD differential scanning fluorimetry, Tm shift; 0% = protein alone, 100% = glycine-bound protein; 340,000 compounds, 2.5% hits;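 active = melting temperature shift of at least 10% of the positive control shift, at one fixed dose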
SENP6 inh – blocks the human protease SENP6; Q9GZR1; Recombinant SENP6 catalytic domain, aminoluciferin luminescence; inhibition, % at 10 µM; 330,000 compounds, 1.8% hits;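 active = inhibition above about 50% at the single tested dose, limit read from the data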;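 also: plate controls were DMSO wells with enzyme for no effect and DMSO wells lacking enzyme for full effect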
HKDC1 inhibitor – blocks human hexokinase HKDC1 activity. Q2TB90. recombinant HKDC1, G6PDH/diaphorase resazurin coupled fluorescence. inhibition, % at 20 µM. 340,000 compounds, 0.16% hits;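 active = inhibition above about 35% when tested at 20 µM, limit read from the data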;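 also: plate controls were DMSO wells with enzyme for no effect and DMSO wells lacking enzyme for full effect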
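Assay system: in-house recombinant HK5 (HKDC1) enzyme. Input: HKDC1 at 5 µg/mL. Medium: Tris pH 8.0 buffer with MgCl2, Tween-20, BSA, BME. Dosing: single 20 µM dose. Schedule: 90 min reaction incubation at room temperature, dark. Signal: resazurin-to-resorufin fluorescence via G6PDH and diaphorase coupling, 525/613 nm. Controls: DMSO-enzyme wells negative, buffer-substituted wells positive.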
SENP7 inh – blocks the human protease SENP7; recombinant SENP7, Z-RLRGG-aminoluciferin luminescence, 40 min; AID 434973; inhibition, % at 5 µM; 330,000 compounds, 1.5% hits; Q9BQF6;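 active = inhibition above about 50% at the single test dose, limit read from the data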;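 also: plate controls were DMSO with enzyme for no effect and no enzyme buffer wells for full effect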
Target sequence (Q9BQF6 706-1050 limits assumed): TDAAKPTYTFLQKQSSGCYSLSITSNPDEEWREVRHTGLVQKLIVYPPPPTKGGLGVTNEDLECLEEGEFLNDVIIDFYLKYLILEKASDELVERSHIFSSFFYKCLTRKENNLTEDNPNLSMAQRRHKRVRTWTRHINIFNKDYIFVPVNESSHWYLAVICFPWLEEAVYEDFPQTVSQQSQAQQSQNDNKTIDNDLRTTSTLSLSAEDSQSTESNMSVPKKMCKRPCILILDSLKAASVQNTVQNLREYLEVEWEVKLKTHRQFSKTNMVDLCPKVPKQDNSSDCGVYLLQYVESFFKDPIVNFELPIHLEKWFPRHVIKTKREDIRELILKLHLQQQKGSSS
MPTP inh – inhibitors of mitochondrial permeability transition pore; 360,000 compounds, 1.4% hits; inhibition, % at 10 µM; AID 602449; isolated mouse mitochondria, Ca2+ swelling absorbance, 30 min;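 active = inhibition of 50% or more, scaled per plate between neutral and stimulator controls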;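 also: 0% = DMSO wells given calcium and 100% = 1 mM EGTA wells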
SENP8 inh – blocks human SENP8 cleavage of Nedd8 substrate; 360,000 compounds, 0.64% hits; Q96LD8; inhibition, % at 20 µM; recombinant SENP8, Nedd8 substrate fluorescence; AID 602440; in the data active = inhibition mostly above about 40%, no sharp cut-off; inactive = mostly below about 27%
Target sequence (Q96LD8 whole entry, looked up): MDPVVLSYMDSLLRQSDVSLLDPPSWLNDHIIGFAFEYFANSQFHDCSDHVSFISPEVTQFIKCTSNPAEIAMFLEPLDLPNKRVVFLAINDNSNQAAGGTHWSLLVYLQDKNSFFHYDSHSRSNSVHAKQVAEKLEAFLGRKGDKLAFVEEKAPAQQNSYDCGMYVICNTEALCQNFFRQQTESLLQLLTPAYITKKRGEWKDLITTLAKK
The depositor's hits bear a star; nt = not tested or not shown; & = joins results of further samples; ! = a repeat was not active. Rows were taken by chance; any-hit rate near 6.9%.

SMILES	ATG4B inhibitor	PfG6PD inh	GRIN3A LBD mod	SENP6 inh	HKDC1 inhibitor	SENP7 inh	MPTP inh	SENP8 inh
CC(C)(C)NC(=O)c1cccc(NC(=O)Cc2ccc(Br)cc2)c1	-12	4	-5	3	-6	-9	6.3	3
Cc1n[nH]c(=O)c2c1nnn2Cc1ccccc1Cl	10	-7	1	-5	-3	6	-0.1	15
COc1cccc(C2=NOC(C(=O)NCC3CCCO3)C2)c1 (stereo unspecified)	0	8	-2	-16	-12	-2	-1.6	13
CCN(CC)CCNC(=O)c1ccc(NC(=O)Nc2cccc3ccccc23)cc1	-11	3	-4	-27	-2	-4	0.5	-24
CCN(CC)C(=O)CSc1nc2c(sc(=S)n2-c2ccccc2)c(=O)n1-c1ccccc1OC	9	9	4	-1	1	1	1.0	16
CCCC(=O)N(CC(=O)Nc1sc(C)c(C)c1C(N)=O)Cc1ccccc1	0	-19	0	4	-7	2	0.0	7
CCOC(=O)C(=O)CC(=O)c1ccc2c(c1)OCCO2	0	-4	0	3	-10	-1	-0.7	-3
CCOC(=O)c1nc(Nc2ccc(Nc3ccccc3)cc2)c2ccccc2n1	-6	29	2	nt	5	nt	-1.8	23
Cc1ccc(C)c(N2CCN(S(=O)(=O)c3ccc(-c4cc(C)no4)s3)CC2)c1	0	-1	0	-33	2	12	0.8	3
CCN(CC)S(=O)(=O)c1cccc(-c2nnc(SCC(=O)NC3CCCCCCC3)n2N)c1	-5	-2	0	15	1	1	5.2	11
CCC(=O)Nc1ccc(S(=O)(=O)Nc2ccccn2)cc1	2	-34	1	-4	-3	-2	-1.6	-46
CCCOc1ccc(C(=O)Nc2ccc(S(=O)(=O)NC3=NCCCCC3)cc2)cc1	-4	-2	2	-5	-4	10	-1.3	5
Cc1ccc(Oc2c(C)nc(-c3ccccc3)[nH]c2=O)cc1	-9	-11	-2	-2	-3	-2	3.5	6
CCOc1ccc(N2C(=O)CC(N3CCN(c4ccccc4F)CC3)C2=O)cc1 (stereo unspecified)	-11	-1	2	-24	2	-1	17	7
CCN(CC)c1ccc(S(=O)(=O)N2CCCCC2)cc1NC(=O)CN1C(=O)NC2(CCCC2)C1=O	-2	0	3	-23	4	5	4.1	3
Cc1ccccc1-n1c(=O)cc(N2CCc3ccccc3C2)[nH]c1=O	-3	-28	-2	28	2	6	-0.5	-15
CC1CCCC(NC(=O)CCC(=O)NCc2ccccc2)C1C (stereo unspecified)	3	1	0	0	-10	-3	-0.4	16
O=C(Nc1ccccc1)N1CCN(C2c3ccccc3-c3ccccc32)CC1	-6	12	2	-1	-4	2	3.7	37
CC(CN1CCCCC1)OC(=O)c1ccc2c(c1)OCO2 (stereo unspecified)	-3	-7	0	-3	-7	8	-2.3	18
O=C(NCC1CCCO1)C1CCC(CNS(=O)(=O)c2ccccc2)CC1 (stereo unspecified)	0	3	0	-13	0	-2	2.8	27
CC(C)CC1C(C#N)=C(N)Oc2n[nH]c(-c3ccccc3)c21 (stereo unspecified)	23	7	-17	-2	5	11	10	-117
O=C(COc1ccc(Cl)cc1[N+](=O)[O-])N/N=C/c1cccs1	-4	0	-3	5	-5	3	-0.2	20
Cc1ccc(=O)n(C(C(=O)NCc2ccco2)C(=O)c2ccc(F)cc2)c1 (stereo unspecified)	2	2	0	4	-2	-3	0.5	6
COC(C[C@@H]1O[C@H]1C(=O)COCc1ccccc1)OC	3	6	1	2	-5	1	-0.3	17
Cn1nc(-c2ccc(N3CCCCC3)c(NC(=O)c3ccco3)c2)c2ccccc2c1=O	-1	29	1	1	5	7	-2.4	-49
COc1ccc(CNC(=O)CCC(=O)Nc2nnc(CC(C)C)s2)cc1	-3	-5	2	-16	-4	3	0.9	19
Cc1ccc(NS(=O)(=O)c2ccc(OCC(=O)NCc3ccco3)cc2)cc1	-4	-7	0	-20	-1	10	0.2	19
CC(C)(C)OC(=O)C[C@@H]1C/C=C\C[C@H](CC(=O)N(CCO)Cc2ccccc2)C(=O)N[C@H](C(C)(C)C)COC1=O	0	-13	1	-32	-1	-5	0.8	14
Cc1c(S(=O)(=O)N2CC(C)CC(C)C2)c(=O)n(C)c(=O)n1C (stereo unspecified)	-2	8	11*	-12	-8	-4	0.2	-2
Cc1ccc(C)c(NC(=O)c2ccccc2Sc2ccc([N+](=O)[O-])cc2Cl)c1	-10	20	-9	-12	-3	-4	4.6	26
COCCNC(=O)/C(C#N)=C/C(C)=C/c1ccccc1	-9	11	2	-14	-1	-9	-0.3	11
Cc1nn(C(C)(C)C)c(OC(=O)c2ccc3c(c2)OCO3)c1S(=O)(=O)c1ccccc1	-3	0	4	-10	1	6	1.3	3
CCOc1ccc(S(=O)(=O)NCc2ccncc2)cc1	-4	-11	1	-7	-3	3	99*	13
COc1ccccc1C(=O)NC(CCSC)C(=O)NNC(=O)c1ccccc1C (stereo unspecified)	-2	-16	2	-18	-2	-8	-0.6	-9
CCCNC(=S)N1CCN(c2nc(-c3cccc(OC)c3)cs2)CC1	-8	0	1	-15	-2	-2	1.4	-4
OC(C#Cc1ccccn1)c1cccs1 (stereo unspecified)	-9	2	0	-9	7	-2	-2.1	9
CCOC(=O)C1(CCOc2ccccc2)CCN(CCCn2cccn2)CC1	12	15	-4	-1	-6	9	-0.3	10
CCN(CC)c1ccc(C(=O)NNC(=O)CNC(=O)c2cccs2)cc1	4	-11	-2	-9	-6	-5	0.8	-38
Cc1ccc(S(=O)(=O)N(C)CC(=O)NCCc2c[nH]c3ccccc23)cc1	-4	-1	1	-46	-7	0	2.2	11
COc1ccc(NC(=O)COC(=O)C2CC2)c(OC)c1	0	0	0	2	0	3	-0.9	12

Sorted by SMILES length (high to low): 5 of the compounds above
SMILES	ATG4B inhibitor	PfG6PD inh	GRIN3A LBD mod	SENP6 inh	HKDC1 inhibitor	SENP7 inh	MPTP inh	SENP8 inh
Cc1c(S(=O)(=O)N2CC(C)CC(C)C2)c(=O)n(C)c(=O)n1C (stereo unspecified)	-2	8	11*	-12	-8	-4	0.2	-2
COc1ccccc1C(=O)NC(CCSC)C(=O)NNC(=O)c1ccccc1C (stereo unspecified)	-2	-16	2	-18	-2	-8	-0.6	-9
CCOC(=O)C1(CCOc2ccccc2)CCN(CCCn2cccn2)CC1	12	15	-4	-1	-6	9	-0.3	10
COC(C[C@@H]1O[C@H]1C(=O)COCc1ccccc1)OC	3	6	1	2	-5	1	-0.3	17
COCCNC(=O)/C(C#N)=C/C(C)=C/c1ccccc1	-9	11	2	-14	-1	-9	-0.3	11

New compounds follow:
SMILES	ATG4B inhibitor	PfG6PD inh	GRIN3A LBD mod	SENP6 inh	HKDC1 inhibitor	SENP7 inh	MPTP inh	SENP8 inh
COc1ccc(C=O)cc1CN1CCCN(Cc2ccc(Cl)cc2)S1(=O)=O	20	0	-6	1	1	1	-0.9	15
O=C(CN1CCN(S(=O)(=O)c2ccc(Cl)cc2)CC1)Nc1ccc(N2CCOCC2)cc1	-7	13	10*	6	-3	6	0.2	12
CC(C)CNC(=O)CC(=O)N/N=C/c1cccs1	-8	21	0	-5	-9	-3	0.3	20
CN(C(=O)COC(=O)/C=C/c1cccc([N+](=O)[O-])c1)C1CCS(=O)(=O)C1 (stereo unspecified)	4	6	0	1	-7	7	-1.0	15
Cc1ccccc1NC(=S)NC(=O)COc1ccccc1C	28	22	-5	-4	2	-2	0.9	2
COc1cc(CCC(=O)OCC(=O)Nc2cccc(S(N)(=O)=O)c2)cc(OC)c1OC	-13	-2	0	-14	-6	-1	2.7	10
N#Cc1c(F)cccc1NCc1cccnc1	2	-11	-1	-17	3	-9	-1.0	-287
O=C(c1ncc[nH]1)c1ccccc1C(=O)N1CCOCC1	5	-5	4	-11	-12	-6	-1.8	20
COc1ccc(S(=O)(=O)N2CCCCCC2)cc1C(=O)OCC(=O)NCC(C)C	-5	-10	1	-19	-7	-7	1.5	29
Cc1cccc(NC(=O)CNC(=O)c2cccs2)n1	0	-7	0	-1	-4	-8	-0.6	5
O=C(CSCC(=O)NN=Cc1ccccc1)NN=Cc1ccccc1	-5	39	-3	nt	1	nt	0.2	17
CC(C)Oc1ccc(S(=O)(=O)N2CCOCC2)cc1NC(=O)C(C)Oc1ccc(F)cc1 (stereo unspecified)	-12	24	0	-3	-2	-3	-1.3	16
Cc1ccc2[nH]c3c(c2c1)CC/C(=C/c1ccccc1)C3=O	-7	6	-1	-8	-2	-7	3.9	-117
O=C1CCCN1CCCNc1ncnc2c1[nH]c1ccccc12	-4	21	4	-3	-3	3	-1.1	-159
C[C@@]12CCC=C[C@H]1[C@H](c1ccc(/C=C/c3ccccc3)cc1F)N(Cc1ccccc1)C2=O	7	20	0	-17	0	-9	2.3	-101
CCOc1ccc(CCN2C(=S)N([C@@H](Cc3ccc(O)cc3)CN3CCCC3CN3C(=S)NC[C@@H]3Cc3ccc(O)cc3)C[C@@H]2CC(C)C)cc1 (stereo partly specified)	nt	24	13*	nt	-1	nt	0.3	-5
NC(=O)c1ccc(-n2nnnc2SCC(=O)NC2CCCCC2)cc1	0	-17	-2	-3	-2	0	-0.4	6
O=C(C[n+]1ccc(/C=N/O)cc1)N(Cc1ccccc1)Cc1ccccc1	1	-2	-1	-7	3	-7	0.5	11
CSc1ccccc1NC(=O)c1ccoc1C	2	18	1	-12	-7	-5	-0.2	17
CCCOc1nc2ccccc2cc1/C=C/C(=O)O	-6	8	-2	-1	-9	11	-2.3	-412
COc1cc2c(C)nc(C)c(C#N)c2cc1OC	-4	9	1	-7	12	1	0.9	-156
O=C(N/N=C\c1cc2c(cc1[N+](=O)[O-])OCO2)c1cccs1	-9	39	1	17	-2	2	-0.2	6
O=C(Nc1ccc[n+](CC(=O)c2cccc3ccccc23)c1)c1ccccc1	6	-7	0	8	3	-5	0.7	13
O=C1Nc2ccc(Br)cc2C1(O)Cc1ccncc1 (stereo unspecified)	-8	24	1	-2	1	4	-0.9	2
O=C(CN1CCS(=O)(=O)CC1)NNC(=O)C1CCCCC1	-21	-7	1	3	-5	-1	-3.4	18
CCOC(=O)N1CCN(C(=O)C2CCC(=O)N(CCCN3CCCC3=O)C2)CC1 (stereo unspecified)	-3	-7	1	5	5	5	-0.1	5
Cc1ccc(-c2ccc(=O)n(CCC(=O)N3CCN(c4cccc(C)c4)C(C)C3)n2)cc1 (stereo unspecified)	-13	3	-1	13	-4	8	0.2	7
CC(C)(C)S(=O)N1Cc2cc(CO)cc(-c3ccccc3)c2[C@@H]1CCO (stereo partly specified)	8	13	-3	nt	4	nt	0.0	-4
Cc1ccc(CC(=O)Nc2cccnc2)cc1	1	0	-3	2	-10	-7	1.5	10
CC12CCC(C(=O)N(CC3CO3)C1=O)C2(C)C (stereo unspecified)	2	9	0	-17	-11	-6	-3.0	-4
CC(=C/c1ccccc1)/C=N/n1cnnc1	-7	18	1	-1	-4	-9	-1.8	18
Cc1ccc(NC(=O)CSCC(=O)Nc2ccccc2C(=O)N2CCCCC2)cc1	0	-10	0	-2	-9	-4	-0.7	-1
COC(=O)CSc1nnnn1-c1ccccc1	7	-10	2	-1	-3	-3	1.1	17
Nc1cccc2cc(-c3ccccc3)oc12	5	1	-12	55*	3	48	0.6	-497
CN1CCc2cccc3c2[C@H]1Cc1ccc(O)c(O)c1-3	-1&-5&1	87*	12*!	21&2&11	4&6&11	-6&-4&-7	-0.2&0.9&-1.3	-88&-40&-65
CC[C@H](C)[C@@H]1NC(=O)[C@H]([C@@H](C)CC)NC(=O)[C@@H](CC(C)C)NC(=O)[C@H](Cc2ccccc2)NC(=O)[C@H](Cc2ccccc2)NC(=O)[C@@H]2CCCN2C(=O)[C@@H]2CCCN2C(=O)[C@H](C(C)C)NC(=O)[C@H](CC(C)C)NC1=O	-6	8	-3	-7	-7	11	1.4	22

Shown as a hit in MPTP inh (from the list above):
smiles	ATG4B inhibitor	PfG6PD inh	GRIN3A LBD mod	SENP6 inh	HKDC1 inhibitor	SENP7 inh	MPTP inh
CCOc1ccc(S(=O)(=O)NCc2ccncc2)cc1	-4	-11	1	-7	-3	3	99*
